Screens (PubChem BioAssay)
GAA spleen mod – qHTS Assay for Inhibitors and Activators of Human alpha-Glucosidase From Spleen Homogenate; human spleen homogenate, 4-MU-alpha-glucoside fluorescence; Potency, µM (highest dose often 79.9 µM), inactives show top-dose activity change, negative = inhibition, most hits filed as inhibitors; Lysosomal alpha-glucosidase (Homo sapiens), P10253; actives 0.006% (n = 240,000);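 note: 0% = enzyme with vehicle and -100% = no enzyme basal signal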
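Human spleen homogenate (1 ug) with 4-methylumbelliferyl-alpha-D-glucopyranoside (1 mM final) in 50 mM citrate/phosphate pH 5.0, 0.01% Tween-20; 40 min at 37 C. Stopped at pH 10; 4-MU fluorescence Ex 365/Em 440 nm; AC50 by Hill fit.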
HTT cytoprotect – qHTS Multiplex Assay to Identify Dual Action Probes in a Cell Model of Huntington: Cytoprotection (ATP); PC12 HTT-Q103 induced, cytoprotection, ATP luminescence, 40 h; actives 0.14% (n = 230,000); Potency, µM (titrated, usually from 56.4 µM), inactives show cytoprotection (ATP increase), hits mostly activators;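 note: % of control where 0% means no effect; nearly all actives have a fitted effect of over 45% in size; toxic huntingtin expression switched on by the ecdysone agonist tebufenozide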
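Readout: ATPlite luminescence (ATP level). Model: stable PC12, inducible Htt exon1 Q103-GFP. Inducer: tebufenozide, 100 nM final. Compounds: dose series. No G418 in medium.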
GoLoco inh red – qHTS Assay for Inhibitors of RGS12 GoLoco Motif Activity (Red Fluorophore); Gai1:RGS12 GoLoco peptide FP, rhodamine, 10 min; Potency, µM (doses to about 61.6 µM), without a hit: at the top dose activity, negative = inhibition, actives largely listed as inhibitors; actives 0.44% (n = 230,000); active = well fitted inhibition curve with a large enough effect, not every such curve was filed as active; inactive = no such curve, though single readings can be large or run the other way; note: % is set by controls: 0 for no effect and ±100 for the full control effect; nearly all actives have a fitted effect of over 30% in size; many of its hits are not listed in these tables
Target sequence (P63096 whole entry, looked up): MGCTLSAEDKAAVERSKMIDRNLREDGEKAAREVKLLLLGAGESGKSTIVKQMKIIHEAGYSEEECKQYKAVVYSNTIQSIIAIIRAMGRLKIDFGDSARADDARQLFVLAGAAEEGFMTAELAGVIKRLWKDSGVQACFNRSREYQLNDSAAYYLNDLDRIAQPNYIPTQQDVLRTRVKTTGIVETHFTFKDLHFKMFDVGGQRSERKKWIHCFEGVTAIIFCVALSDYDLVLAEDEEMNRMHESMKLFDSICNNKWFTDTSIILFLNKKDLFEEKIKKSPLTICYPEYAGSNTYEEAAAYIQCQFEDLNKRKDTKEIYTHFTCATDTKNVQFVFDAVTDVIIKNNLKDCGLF
GAA glycogen – qHTS Assay for Inhibitors and Activators of Human alpha-Glucosidase Cleavage of Glycogen. Lysosomal alpha-glucosidase (Homo sapiens), P10253. recombinant GAA, glycogen substrate, Amplex Red glucose oxidase fluorescence. Potency, µM (top dose mostly 76.4 µM), for the others: at the top dose activity change, negative = inhibition, hits mostly inhibitors. actives 0.38% (n = 300,000). AID 2100, 2009;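 note: 0% = full enzyme reaction and -100% = no-enzyme basal signal; the screen sought inhibitors and activators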
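Recombinant human alpha-glucosidase (4 nM final) hydrolysed bovine liver glycogen (30 ug) for 40 min at 37 C in pH 5.0 citrate/phosphate with 0.01% Tween-20. Released glucose detected by glucose oxidase/Amplex Red, Ex 573/Em 610 nm. Compounds up to 77 uM; AC50 from Hill fits.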
GAA inhib – qHTS Assay for Inhibitors of Human alpha-Glucosidase as a Potential Chaperone Treatment of Pompe Disease | purified human GAA, 4-MU-alpha-glucoside fluorescence | Potency, µM (series often up to 76.9 µM), without a hit: at the highest dose activity change, negative = inhibition, most hits filed as inhibitors | Lysosomal alpha-glucosidase (Homo sapiens), P10253 | actives 0.005% (n = 200,000);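 note: plate controls were uninhibited enzyme wells for no effect and no-enzyme background for full effect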
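Endpoint fluorogenic read: 20 min room-temperature reaction of 4 nM human alpha-glucosidase with 400 uM 4-methylumbelliferyl-alpha-D-pyranoside, pH 5.0, quenched with 1M NaOH/1M glycine pH 10. AC50 from Hill modeling.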
IMPase Li cell – qHTS Assay for Identifying the Cell-Membrane Permeable IMPase Inhibitors: Potentiation with Lithium. Potency, µM (doses to about 59.4 µM), for inactives: at the top dose activity, negative = IMPase inhibition, actives largely listed as inhibitors. CHO-M1 cells, IP1 TR-FRET (IP-One), carbachol + lithium. actives 0.35% (n = 210,000);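 note: IP1 builds up when IMPase is blocked and the TR-FRET signal falls; plate controls were basal vehicle for no effect and high inhibitor control for full effect; nearly all actives have a fitted effect of over 50% in size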
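IP1 accumulation measured by competitive TR-FRET in lysed CHO-M1 cells after 30 min compound exposure at 37C, with a small lithium addition to potentiate weak responses. Hill-equation AC50 from ratio and donor-channel data.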
HTT aggregate – qHTS Multiplex Assay to Identify Dual Action Probes in a Cell Model of Huntington: Aggregate Formation (GFP); Potency, µM (doses to about 46.1 µM), without a hit: top-dose activity change, negative = inhibition, actives largely listed as inhibitors; PC12 HttQ103-GFP aggregates, Acumen cytometry, 40 h; actives 1.1% (n = 220,000); note: % is set by controls: 0 for no effect and ±100 for the full control effect; nearly all actives have a fitted effect of over 60% in size
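Compounds (qHTS titration) were added to PC12 cells expressing an ecdysone-driven HTT exon 1 Q103–GFP fusion after induction with 100 nM tebufenozide. Aggregate formation was measured as GFP objects in cell lysates.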
Active calls of the source: *; ? = inconclusive; nt = no result given; [ ] = dose if it differs, or a comment. Unless noted, calls come from the whole dose curve; as a rule, active = well fitted curve in the direction sought with a large enough effect; inconclusive = small, poorly fitted or top-dose-only effect, or another doubt; inactive = no such curve, though single readings can be large; an effect the other way counts as inactive or inconclusive. Potency is the fitted concentration of half-maximal effect. Not all compounds are listed (hit frequency here may not be typical).

SMILES	GAA spleen mod	HTT cytoprotect	GoLoco inh red	GAA glycogen	GAA inhib	IMPase Li cell	HTT aggregate
CCN(CC)S(=O)(=O)c1ccc(NC(=O)c2ccccc2N(C)S(C)(=O)=O)cc1	-7%	5%	-5%	2%	-10%	23%[38.3 µM]	4%
COc1ccc(/C=C/C(=O)NCCc2ccc(OC)c(OC)c2)cc1	-16%	31%[10 µM]	-4%	-3%	-4%	1%	3%
Cc1ccccc1Nc1nnc(SCC(=O)Nc2ccccc2[N+](=O)[O-])s1	-4%	-75%[inhibitor][10 µM]	163%[activator]	5%	2%	-10%	?
COc1ccc(/C(O)=C2/C(=O)C(=O)N(c3nc(C)c(C)s3)C2c2ccco2)cc1 (stereo not drawn)	-4%	4%	5%	-2%	-1%	13µM*	-10%[9.22 µM]
CCCN(CCC)S(=O)(=O)c1ccc(Cl)c(OC)c1	1%	nt	6%	-26%	-15%	18%	7%
Cc1noc(C)c1NC(=O)NCCN1CCN(Cc2ccccc2)CC1	-1%	32%[10 µM]	-1%	-1%	-5%[15.4 µM]	nt	-4%[9.22 µM]
Cc1c(C(=O)NC(C)C)c(-c2ccccc2)nn1-c1ccccc1	0%	nt	4%	-10%	-5%	-12%	-17%
Cc1ccc(-c2nn3c(-c4ccco4)nnc3c3ccccc23)cc1S(=O)(=O)NCC1CCCO1 (stereo not drawn)	-4%	-16%[0.074 µM]	20%	0%	2%	?	?
C/C(Cn1cnc([N+](=O)[O-])n1)=N/NC(=O)COc1ccccc1Cl	-4%	9%[10 µM]	0%	5%	-3%	-1%	-7%
CC1C(=O)NC(=O)C1c1ccccc1 (stereo not drawn)	-2%	8%[10 µM]	38%[activator]	7%	nt	nt	11%[9.22 µM]
CO[C@]1(NC(=O)Cc2cccs2)C(=O)N2C(C(=O)O)=C(COC(N)=O)CS[C@H]21	-1%[29.1 µM]	-8%[40.3 µM]	-2%[21.6 µM]	nt	nt	-2%	nt
CN(C)C(=O)c1ccc(-c2nnc(NCc3ccccc3)c3ccccc23)cc1	6%	22%[10 µM]	0%	-1%	1%	10%	?
CCOC(=O)c1ccc(NC(=O)CN2C(=O)CSC2=O)cc1	-5%	-9%	14%	-11%	-5%	-11%[38.3 µM]	18%[9.22 µM]
FC(F)(F)c1nc(N2CCN(c3ccccc3)CC2)nc2c1CCCCC2	-23%	24%[1.9 µM]	4%	-3%	0%	20%[38.3 µM]	-14%
COc1ccc(C(=O)N/C(=C\c2ccc([N+](=O)[O-])cc2)C(=O)NC(CCSC)C(=O)O)cc1 (stereo not drawn)	3%	-21%	5%	15%	-1%	3%	-17%
CCOc1ccc(C(=O)NC(=S)N(Cc2ccccc2)Cc2ccccc2)cc1	-4%	-34%[inhibitor]	2%	2%	?	21%[38.3 µM]	?
O=C(CCCCCn1c(=S)[nH]c2ccc(N3CCOCC3)cc2c1=O)NCCc1ccccc1	0%	-10%[10 µM]	4%	-3%	4%	-14%	-7%
CCCS(=O)(=O)Nc1cccc(-c2ccc3nnc(C)n3n2)c1	1%	-14%	4%	-22%	-3%	-2%	-2%
Cc1ccc(NC(=O)c2ccc(OC(=O)COc3cccc(Cl)c3)cc2)cc1	-9%	-8%[10 µM]	1%	15%	2%	-9%	12%
Cc1ccc(S(=O)(=O)Cn2nnnc2C(CC(C)C)N2CCN(c3ccc(F)cc3)CC2)cc1 (stereo not drawn)	3%	2%	-4%	-4%	-6%	9%[38.3 µM]	1%
Cc1cnn(C(=O)c2cc(-c3ccccn3)nc3ccc(Cl)cc23)c1	-4%	-20%[10 µM]	20%	7%	-12%	?	18%
Cc1ccc(C(=O)N/C(=C\c2ccc(-c3ccc(Br)cc3)o2)C(=O)NCCCN(C)C)cc1	-16%	8%[10 µM]	13%	-7%	-5%	34%[activator]	?
CC(C)C12CN3CC(C(C)C)(CN(C1)C3c1ccc([N+](=O)[O-])o1)C2=O (stereo not drawn)	1%	8%[10 µM]	-2%	-6%	nt	nt	0%[9.22 µM]
Nc1cc(=O)[nH]c(SCC(=O)Nc2ccccc2Sc2ccc(Cl)cc2)n1	-1%	-1%[10 µM]	2%	-5%	2%	14%	-18%
COc1ccc(N(CC(=O)N2CCc3ccccc3C2)S(=O)(=O)c2c(C)nn(C)c2C)cc1	-6%	10%	-10%	-7%	?	10%[38.3 µM]	2%

One compound at a time, from the list above.
CCOc1ccc(C(=O)NC(=S)N(Cc2ccccc2)Cc2ccccc2)cc1 as listed: GAA spleen mod: -4%; HTT cytoprotect: -34%[inhibitor]; GoLoco inh red: 2%; GAA glycogen: 2%; GAA inhib: ?; IMPase Li cell: 21%[38.3 µM]; HTT aggregate: ?
COc1ccc(/C(O)=C2/C(=O)C(=O)N(c3nc(C)c(C)s3)C2c2ccco2)cc1 (stereo not drawn) as listed: GAA spleen mod: -4%; HTT cytoprotect: 4%; GoLoco inh red: 5%; GAA glycogen: -2%; GAA inhib: -1%; IMPase Li cell: 13µM*; HTT aggregate: -10%[9.22 µM]

The list goes on:
SMILES	GAA spleen mod	HTT cytoprotect	GoLoco inh red	GAA glycogen	GAA inhib	IMPase Li cell	HTT aggregate
COc1ccc(NC(=O)c2ccc(-c3ccc(C)c4ccccc34)o2)cc1	1%	nt	1%	-9%	2%	11%	10%
C#CCOCCOCCOCCNc1nc(N2CCN(C(=O)[C@H](CCC(=O)O)n3cc(C(N)Cc4ccc(O)cc4)nn3)CC2)nc(N2CCN(C(=O)[C@H](CCCCN)n3cc(C(N)[C@H](C)CC)nn3)CC2)n1 (stereo partly drawn)	-6%	-23%[10 µM]	9%	13%	nt	nt	-16%[9.22 µM]
O=C(CCC1CCCC1)NCc1cccs1	-3%	-20%	2%	-4%	2%	9%[38.3 µM]	-3%
COc1cc2c(cc1OC)C(c1cccc(C)c1)CC(=O)N2 (stereo not drawn)	11%	38%[10 µM]	5%	17%	13%	-3%	32%[9.22 µM]
CN(C(=O)Cn1nnc(-c2cccnc2)n1)C1CCCCC1	-3%	2%[10 µM]	3%	7%	nt	nt	-8%[9.22 µM]
CCOC(=O)c1ccc(NC(=O)CN(C)S(=O)(=O)c2ccc(OC)cc2)cc1	-4%	4%[0.074 µM]	6%	-3%	-5%	-2%[38.3 µM]	3%
CN(C)C(=S)NC1CCS(=O)(=O)C1 (stereo not drawn)	-4%	0%[10 µM]	8%	30%	-6%	0%	-6%[9.22 µM]
Cc1nc2ccc(NC(=O)CCS(=O)(=O)c3ccc(Cl)cc3)cc2s1	1%	?	15%	1%	-6%	17%	-15%
Nc1nc(Nc2cccc(Cl)c2)n[nH]1	3%	-3%[10 µM]	4%	?	nt	nt	-5%[9.22 µM]
CC12CCC(C(N)=O)(c3nc4ccccc4nc31)C2(C)C (stereo not drawn)	3%	-4%[0.074 µM]	3%	3%	?	13%[38.3 µM]	-19%
Nc1nncn1C(=O)CCc1ccccc1	0%	-1%	-5%	12%	-6%	5%[38.3 µM]	7%
CC1CCN(C(=O)c2[nH]cnc2C(=O)N[C@@H](C)C(=O)OCc2ccccc2)CC1	-6%	17%[10 µM]	10%	-9%	nt	nt	-10%[9.22 µM]
COC(=O)CNC(=O)c1c(C)cc(=O)oc1C	7%	6%	3%	-6%	-1%	-3%[38.3 µM]	-3%
O=C1NCC(=O)N(Cc2ccccc2)/C1=C/c1ccccc1	-9%	-3%[10 µM]	6%	-5%	6%	8%	-4%
CCCCN1C(=S)NC[C@@H]1Cc1ccc(O)cc1	4%	26%[10 µM]	4%	5%	nt	nt	18%[9.22 µM]
CN(CC(=O)NCc1ccccn1)S(=O)(=O)c1ccccc1	0%	-25%	0%	-4%	?	9%[38.3 µM]	-2%
COc1ccc2[nH]cc(CCNc3ncnc4ccc(-c5ccoc5)cc34)c2c1	6%	-69%[inhibitor]	1%	nt	nt	27%	nt
CC1CN(C(=O)C(C)N2C(=O)c3ccccc3C2=O)CC(C)O1 (stereo not drawn)	-10%	-8%	-5%	5%	6%	-8%[38.3 µM]	2%
CCCC(=O)Nc1cc(-c2cn3cccnc3n2)ccc1OC	-3%	-5%	1%	1%	6%	-8%[38.3 µM]	1%
COc1ccc(-c2cn(-c3ccc(SC(F)F)cc3)c3[n+]2CCC3)cc1OC	7%	16%[10 µM]	5%	-2%	2%	15%	-3%
O=C(CNc1cc(S(=O)(=O)N2CCCC2)ccc1OCC(F)(F)F)Nc1ccc(SC(F)F)cc1	-2%	-14%[0.074 µM]	10%	0%	-3%	1%	-8%
O=C(CCS(=O)(=O)c1ccccc1)Nc1cccc2c1C(=O)NC2=O	2%	-18%	1%	1%	1%	2%	3%
CC(=O)Oc1ccccc1C1=NN(C(=O)/C=C/c2ccccc2)C(c2ccccc2)C1 (stereo not drawn)	-18%	26%[1.9 µM]	-2%	4%	-1%	5%	?
CCN1CCN(CC(=O)c2c[nH]c3ccccc23)CC1	4%	-2%	2%	16%	0%	10%[38.3 µM]	11%
CCOC(=O)c1c(C)n(OC)c2ccc3c(no[n+]3[O-])c12	-2%	3%	-3%	-7%	0%	32%[38.3 µM]	6%
O=S(=O)(c1ccccc1Cl)N1CCCC1c1nc(-c2ccc(Cl)cc2)no1 (stereo not drawn)	-1%	6%[10 µM]	5%	-8%	-10%	18%[38.3 µM]	-5%
COc1ccc(N2CCN(C(=O)CCC(=O)c3cc(C)sc3C)CC2)cc1	0%	nt	52%[activator]	23%	-10%	4%	24%
CCCCNC(=O)c1sc2nc(C)cc(COC)c2c1-n1cccc1	-4%	-13%	-14%	1%	-20%	13%[38.3 µM]	1%

3 compounds from above, reduced to GAA spleen mod and HTT aggregate.
structure | GAA spleen mod | HTT aggregate
Nc1nncn1C(=O)CCc1ccccc1 | 0% | 7%
CC1CCN(C(=O)c2[nH]cnc2C(=O)N[C@@H](C)C(=O)OCc2ccccc2)CC1 | -6% | -10%[9.22 µM]
COC(=O)CNC(=O)c1c(C)cc(=O)oc1C | 7% | -3%
